TEAD-YAP inh: TEAD-YAP interaction inhibition; inhibition, % at 9.12 µM; HEK-TIYL cells, TEAD-Gal4/YAP UAS-luciferase luminescence; AID 1259422; actives 1.4% (n = 640,000); in the data active means inhibition above about 32%;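 further: 0% = median of test compound wells and 100% = reference inhibitor wells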
GPR151 ag: activators of human GPR151; Q8TDV0; PathHunter beta-arrestin GPR151 cells, luminescence; activation, % at 11.2 µM; actives 1% (n = 650,000); in the data active means activation above about 4.9%;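 further: 0% = median of compound wells and 100% = cells with positive control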
Target sequence (Q8TDV0 whole entry, looked up): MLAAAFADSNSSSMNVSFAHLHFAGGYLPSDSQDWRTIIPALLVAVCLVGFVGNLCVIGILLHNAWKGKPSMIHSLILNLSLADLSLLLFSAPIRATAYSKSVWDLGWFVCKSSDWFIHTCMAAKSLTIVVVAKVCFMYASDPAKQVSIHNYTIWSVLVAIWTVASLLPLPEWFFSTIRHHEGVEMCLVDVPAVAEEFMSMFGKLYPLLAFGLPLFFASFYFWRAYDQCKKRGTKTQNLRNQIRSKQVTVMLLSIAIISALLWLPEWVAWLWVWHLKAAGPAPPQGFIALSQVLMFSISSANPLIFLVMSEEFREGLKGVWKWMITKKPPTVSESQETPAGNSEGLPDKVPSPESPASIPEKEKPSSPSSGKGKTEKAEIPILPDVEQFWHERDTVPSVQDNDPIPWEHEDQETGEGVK
FBW7 activator: activators of human E3 ligase FBW7; Q969H0; AlphaScreen FBW7–phospho-cyclin E peptide binding, activator screen; normalized activity (activation), % at 26.1 µM; actives 0.13% (n = 650,000); in the data active means normalized activity above about 1.9%;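 further: purified mutant Fbw7 with reduced substrate affinity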
MITF inh: human MITF inhibition, primary screen | AlphaScreen MITF homodimerization, bead proximity signal | O75030 | inhibition, % at 2.6 µM | AID 1259374 | actives 0.91% (n = 650,000); in the data active means inhibition above about 50%;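 further: 0% = vehicle wells with protein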
Target sequence (O75030 whole entry, looked up): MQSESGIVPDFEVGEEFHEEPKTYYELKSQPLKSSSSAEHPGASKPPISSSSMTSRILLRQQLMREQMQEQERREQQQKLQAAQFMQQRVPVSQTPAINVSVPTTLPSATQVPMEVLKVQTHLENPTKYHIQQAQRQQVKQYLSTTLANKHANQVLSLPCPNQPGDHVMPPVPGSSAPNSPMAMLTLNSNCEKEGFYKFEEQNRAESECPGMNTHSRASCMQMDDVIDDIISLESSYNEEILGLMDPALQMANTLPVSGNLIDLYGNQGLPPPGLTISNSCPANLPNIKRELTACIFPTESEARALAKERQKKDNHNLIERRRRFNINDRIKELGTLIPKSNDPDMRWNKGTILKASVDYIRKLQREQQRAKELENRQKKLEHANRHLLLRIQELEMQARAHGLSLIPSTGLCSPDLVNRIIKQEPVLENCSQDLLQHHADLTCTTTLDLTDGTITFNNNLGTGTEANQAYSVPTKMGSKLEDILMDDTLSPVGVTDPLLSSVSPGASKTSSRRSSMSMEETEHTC
The depositor's hits bear a star; · = not tested or not shown.

SMILES	TEAD-YAP inh	GPR151 ag	FBW7 activator	MITF inh
CCN1CCCC1CNC(=O)Cn1nc(C)n2c(cc3sccc32)c1=O (centres undefined)	-3	-0.5	-0.1	0
Fc1ccc(Cn2nnnc2CN2CCN(Cc3ccccc3)CC2)cc1	2	1.4	0.0	-7
O=C(Nc1ccc2c(c1)C(=O)Nc1cc(Cl)ccc1O2)c1ccc(F)c(F)c1	-13	0.2	-0.1	0
O=C(CSc1ncn[nH]1)Nc1ccccc1C(=O)O	-3	-0.7	-0.4	-17
Cc1ccc(C(=O)Nc2c3c(nn2-c2ccc(F)cc2)CS(=O)(=O)C3)cc1C	-11	-0.8	0.0	-10
CCCOc1ccc(/C(O)=C2\C(=O)C(=O)N(CCN(C)C)C2c2ccc(OC)c(OC)c2)c(C)c1 (centres undefined)	-7	0.6	-0.4	-6
COc1ccccc1CNC(=O)c1csc(C)c1	-11	-0.3	-0.1	12
Cc1nc(SCC(=O)Nc2nc3ccccc3s2)c2c(=O)n(C)c(=O)n(C)c2n1	2	-0.1	0.8	-8
Cc1ccc(N2C(=N)S/C(=C\c3ccccc3OCC(=O)O)C2=O)cc1Cl	13	-0.7	0.2	13
COc1ccc(C2=NN(c3nc(-c4ccccc4)c4cc(Br)ccc4n3)C(c3ccc(Br)cc3)C2)cc1 (centres undefined)	0	-0.1	0.7	14
CC(=O)Nc1ccc(N/C=C/C(=O)c2ccc(C)o2)cc1	-33	-1.0	0.3	10
COc1cccc(/C=c2\sc3nc(-c4ccco4)nn3c2=O)c1	-12	0.3	0.0	5
N#C/C(C(=O)Nc1ccccc1)=C(/Nc1ccccc1)SCc1ccccc1F	-5	2.8	-0.1	-4
CCC(Oc1ccc2c3c(c(=O)oc2c1C)CCC3)C(=O)OC (centres undefined)	-13	1.1	0.1	3
Cc1ccc(CN2CCN(c3nncc(-c4ccccc4C)n3)CC2=O)cc1	-1	-1.7	-0.1	10
NC(=O)C1CC(=O)N(c2ccc(OCC(=O)Nc3ccc(Cl)cc3)cc2)C1 (centres undefined)	-6	-0.3	0.0	1
CCNC(=O)c1nn(CC2CC2)c2c1CN(Cc1cn(C)nc1C)CC2	-5	1.0	-0.1	2
CC1Cc2ccccc2N1S(=O)(=O)c1cccc(C(=O)C(C#N)c2ccccn2)c1 (centres undefined)	9	0.9	0.1	6
CCCn1c(-c2ccc(F)cc2)cnc1SCC(=O)O	1	-0.4	0.0	6
COc1ccccc1CCNC(=O)[C@@H]1C[C@H](n2cnnn2)CN1Cc1ccc(C(C)C)cc1	8	0.5	-0.1	-2
CN1C(=O)CC(CC(=O)N2CCC(c3ccccc3)CC2)(c2ccccc2Cl)C1=O (centres undefined)	-63	-0.1	0.0	5
CCOc1cc(C2C(C#N)=C(N)Oc3n[nH]c(C(C)C)c32)cc([N+](=O)[O-])c1OC(=O)c1cccs1 (centres undefined)	1	1.7	0.1	-4
Cc1ccc2nc(COn3nnc4ccc(Cl)cc43)cc(=O)n2c1	4	1.1	0.0	6
CCOc1ccc(C2=NC(C(C)C)NC(c3ccccc3O)C2)cc1 (centres undefined)	-50	1.0	0.0	-1
Cn1c(=NC(=O)c2ccc(F)cc2)sc2cc(Br)ccc21	-14	-2.0	0.0	-6
CCC(C(=O)NC(C)(C)C)N(C(=O)Cn1nnc(-c2ccc(C)o2)n1)c1ccc(C)cc1 (centres undefined)	1	-0.2	-0.1	1
CCn1c(=N)c(C(=O)NC2CCCC2)cc2c(=O)n3cccc(C)c3nc21	14	0.6	-0.5	0
CCN(CC)CC(=O)Nc1ccccc1OC	6	-0.4	0.1	-1
CC12C(=O)N(c3cccc(Cl)c3)C(=O)C1C1C=CC2C1 (centres undefined)	-4	-2.3	0.2	-8
Cc1ccc(NC(=O)CSc2nnnn2-c2cccc(C(=O)O)c2)cc1C	8	-1.2	-0.2	-1
COc1ccc(C(C)=O)cc1COc1ccc(F)cc1	1	1.3	0.0	-23
COC(=O)c1ccccc1NC(=O)c1nn2c(C(F)(F)F)cc(-c3ccc(C)cc3)nc2c1Cl	-7	0.0	0.0	1
COCCN(CCOC)S(=O)(=O)c1ccc(C(=O)N=c2sc3cc(C)ccc3n2C)cc1	11	1.2	-0.1	-1
CC(=O)Nc1ccccc1C(=O)C(=O)NCc1ccc(C)cc1	4	1.1	0.1	10
COc1ccccc1C1C2=C(COC2=O)Nc2c1c(=O)n(C)c(=O)n2C (centres undefined)	7	0.2	-0.1	6
CCOC(=O)Nc1sc(C(=O)N(C)C)c(C)c1C(=O)OCC	-9	-0.9	0.2	27
CCOC(=O)c1sc(NC(=O)CSc2nnc(CNC(=O)c3ccc(OC)c(OC)c3)n2C)c(C(=O)OCC)c1C	2	1.0	0.0	3
O=C(CSc1cccc[n+]1[O-])Nc1ccc(F)c(Cl)c1	-2	-0.6	-0.1	-9
Cc1cc(C)c2nc(C)cc(Nc3ccc(F)cc3)c2c1	-5	-1.4	-0.6	-9
Cc1ccc(-n2c(N)cc(=O)[nH]c2=O)cc1	-2	2.8	0.0	2
CCn1c(Cl)c(C=O)c(C)c(C#N)c1=O	1	0.8	-0.4	0
O=c1c2ccccc2nc(/C=C/c2c[nH]c3ccccc23)n1-c1ccccc1[N+](=O)[O-]	18	0.3	-0.2	7
Cc1cccc2cc(CN(Cc3ccco3)C(=O)C(F)(F)F)c3nnnn3c12	8	0.0	-0.6	2
O=C(O)COc1ccccc1/C=C1\Sc2ccccc2C1=O	-13	-0.8	0.2	21
O=C(O)/C=C/c1ccc(-c2ccccc2)o1	-4	-4.2	-0.1	15
Cc1ccc(OCc2nc(SCC(=O)NC(=O)NC3CCCC3)n[nH]2)cc1	-6	-0.5	0.7	14
O=C(NCc1ccccn1)c1ccc2c(=O)n(Cc3ccc(Cl)cc3)c(=S)[nH]c2c1	-11	1.1	0.0	-9
CC(=O)N1CCN(CCN2C(C)=CC(=C(C#N)C#N)C=C2C)CC1	2	-2.1	-0.1	1
Cc1ccc(S(=O)(=O)CNC=O)cc1	-5	0.0	-0.1	-5
COc1ccc(CN2CCN(Cc3ccc(OC)c(OC)c3OC)CC2)c(OC)c1	2	11*	0.1	41
CCCCCC(=O)NNC(=S)NC(C)=O	-10	-0.9	-0.4	-3
CC(=O)Oc1ccc(C(=O)N2CCN(Cc3ccc4c(c3)OCO4)CC2)cc1	4	0.1	0.1	-7
CC(CNC1CCCCC1)OC(=O)c1ccccc1 (centres undefined)	·	-1.3	-0.1	2
CC(=O)NC1(c2ccccc2F)CCN(CC(=O)N(C)C)CC1	0	1.4	0.0	-4
Cc1ccc(S(=O)(=O)c2cc(C)ccc2C)cc1	-1	1.1	0.1	1
Nc1nncn1C(=O)c1ccccc1F	-6	1.7	0.1	21
CC1CCCC(C)N1C(=O)Cn1c(=O)oc2cc(S(=O)(=O)N3CCCC3)ccc21 (centres undefined)	-6	1.7	0.0	8
O=C(NCc1ccccn1)c1ccc(Br)c([N+](=O)[O-])c1	8	0.0	-0.1	-1
CC(=O)Nc1ccc(S(=O)(=O)Nc2cccc(NC(=O)c3ccco3)c2)cc1	2	0.3	-0.1	7
O=C(Nc1cc(C(=O)NC2CCCCNC2=O)ccc1N1CC2CC(C1)c1cccc(=O)n1C2)c1ccc(F)cc1 (centres undefined)	-4	-0.1	0.1	-7

Some of these compounds in order of heavy-atom count, high to low:
SMILES	TEAD-YAP inh	GPR151 ag	FBW7 activator	MITF inh
O=C(Nc1cc(C(=O)NC2CCCCNC2=O)ccc1N1CC2CC(C1)c1cccc(=O)n1C2)c1ccc(F)cc1 (centres undefined)	-4	-0.1	0.1	-7
O=C(NCc1ccccn1)c1ccc2c(=O)n(Cc3ccc(Cl)cc3)c(=S)[nH]c2c1	-11	1.1	0.0	-9
CC1CCCC(C)N1C(=O)Cn1c(=O)oc2cc(S(=O)(=O)N3CCCC3)ccc21 (centres undefined)	-6	1.7	0.0	8
CC(=O)Nc1ccc(S(=O)(=O)Nc2cccc(NC(=O)c3ccco3)c2)cc1	2	0.3	-0.1	7
Cc1ccc(OCc2nc(SCC(=O)NC(=O)NC3CCCC3)n[nH]2)cc1	-6	-0.5	0.7	14
CC(=O)N1CCN(CCN2C(C)=CC(=C(C#N)C#N)C=C2C)CC1	2	-2.1	-0.1	1
CC(=O)NC1(c2ccccc2F)CCN(CC(=O)N(C)C)CC1	0	1.4	0.0	-4
O=C(NCc1ccccn1)c1ccc(Br)c([N+](=O)[O-])c1	8	0.0	-0.1	-1
CC(CNC1CCCCC1)OC(=O)c1ccccc1 (centres undefined)	·	-1.3	-0.1	2
Cc1ccc(S(=O)(=O)c2cc(C)ccc2C)cc1	-1	1.1	0.1	1
O=C(O)/C=C/c1ccc(-c2ccccc2)o1	-4	-4.2	-0.1	15
Nc1nncn1C(=O)c1ccccc1F	-6	1.7	0.1	21
Cc1ccc(S(=O)(=O)CNC=O)cc1	-5	0.0	-0.1	-5

(list continues)
SMILES	TEAD-YAP inh	GPR151 ag	FBW7 activator	MITF inh
O=C(c1cccnc1)N(Cc1cccnc1)Cc1cc2ccccc2[nH]c1=O	12	1.2	-0.2	-6
CN1C(=O)c2ccc(NC(=O)Cc3ccc(Cl)cc3)cc2C1=O	10	0.4	0.0	5
CC(=O)c1ccc(OCc2cc(C(=O)NC(C)Cc3ccccn3)no2)cc1 (centres undefined)	3	0.7	0.4	22
Cc1cccc(N2C(=O)CSC2c2cccc(F)c2)c1 (centres undefined)	1	-0.3	0.0	14
Cc1n[nH]c(C)c1CCC(=O)N/N=C/c1ccccc1Cl	2	1.4	0.7	4
CCOC1=NN(c2ccc([N+](=O)[O-])cc2)C(=O)/C1=C\c1ccc(N(C)C)cc1	4	0.9	-0.1	-7
COc1cc(NC(=O)NCc2cccs2)c2ncccc2c1	8	5.6*	-0.7	-1
COc1nc(N2CCCC2)nc(N2CCCC2)n1	-6	-0.2	-0.1	-3
Nc1cccc(-c2cc(NCc3cccc(C(F)(F)F)c3)nc(N)n2)c1	44*	1.3	-0.1	-11
COc1cc(Br)c(/C=C2\C(=O)N(c3ccc(C(=O)OC(C)C)cc3)N=C2C)cc1OC	-3	0.3	-0.1	-3
COc1ccc(OCC(=O)Nc2ccc(OC)cc2[N+](=O)[O-])cc1	-6	-1.8	-0.1	-12
CCOC(=O)c1sc(NC(=O)CSc2nnc(CNC(=O)COc3ccccc3)n2C2CCCCC2)c(C(=O)OCC)c1C	-3	1.0	0.0	-12
O=C(NCc1cccnc1)c1ccc2nc(-c3cccs3)sc2c1	-30	-1.1	0.1	36
N#Cc1ccccc1NC(=O)CCCOc1ccccc1	-10	0.4	0.2	4
O=C(Nc1ccc(-c2nc3ncccc3o2)cc1)c1cccnc1	-14	1.4	0.0	-4
O=C1NNC(c2ccccc2)=N/C1=C\c1ccco1	10	0.0	-0.1	16
N#Cc1ccccc1CSc1nc2ccccc2c(=O)n1CC1CCC(C(=O)NCC2CCCO2)CC1 (centres undefined)	8	-0.2	0.3	14
CCOC(=O)c1ccc(N=C2SC(C(=O)Nc3cccc(Cl)c3)CC(=O)N2C)cc1 (centres undefined)	-7	1.1	-0.1	5
NC(=O)c1cncc(-c2cccc3c2OC(CNC(=O)Cn2c(=O)oc4ccccc42)C3)c1 (centres undefined)	9	-1.2	0.1	4
O=C(CCCn1c(=O)[nH]c2ccccc2c1=O)NCCc1ccc(Cl)cc1	2	0.5	0.3	-5
Cc1ccccc1Cn1c(C)c(CNC2CCCCCCC2)c(C(=O)O)c1C	-2	1.4	-0.1	14
CC(C)C(=O)N1CC[C@H]2[C@H](CCC(=O)N2Cc2cccc(F)c2)C1	-28	-0.2	0.1	-2
COc1ccc(NC(=O)c2sc3ncn(CC(=O)Nc4ccc(C(C)C)cc4)c(=O)c3c2C)cc1OC	0	-0.8	-0.2	5
Cc1c(C(=O)N2CCOCC2)sc2ncnc(N3CCc4ccccc4C3)c12	-7	0.0	0.0	-12
O=c1c2cccc([N+](=O)[O-])c2[nH]n1-c1ccccc1	-8	-4.3	-0.3	5
O=C(NCCCn1ccnc1)c1cc(-c2ccc3c(c2)OCO3)on1	-8	1.2	0.0	3
O=C(CSc1nc2[nH]ncc2c(=O)n1-c1ccc(F)c(Cl)c1)NCc1ccccc1Cl	11	-1.3	-0.1	-1
Cc1nnc(SCc2ccc(CSc3nnc(C)n3N)cc2)n1N	2	-2.2	0.0	38
CCC(C)NC(=O)c1nn2c(C(F)(F)F)cc(-c3cccs3)nc2c1Br (centres undefined)	0	0.9	0.0	-6
Nc1nc(-c2ccc(Cl)cc2Cl)cn1N	-3	0.2	0.3	4
Cc1ccc2c(c1)CN(CC(=O)NCc1cn3c(n1)SCC3)CC(c1ccsc1)O2 (centres undefined)	7	-1.0	0.0	12
COc1cccc2cc(C(=O)Nc3nccs3)c(=Nc3ccccc3)oc12	-10	3.9	0.0	5
COC(=O)C1=NNC2C(=O)N(c3cccc(Br)c3)C(=O)C12 (centres undefined)	-6	0.6	-0.1	4
Cn1cc(CNC(=O)CN2Cc3ccccc3OC(c3ccsc3)C2)cn1 (centres undefined)	-2	-1.0	1.0	14
CCc1ccc(-c2nc3cc(NC(=O)c4cccc(C)c4)ccc3o2)cc1	1	8.2*	-0.1	9
COc1cc([N+](=O)[O-])ccc1NS(=O)(=O)c1c(C)cc(C)cc1C	13	-0.1	-0.4	-4
COc1ccc(/C=C/c2nc(=O)c(-c3ccccc3)c(C)n2-c2ccccc2)cc1	1	-0.6	0.4	-6
CCCC(C)NC(=O)c1ccccc1N(Cc1ccccc1)S(C)(=O)=O (centres undefined)	3	-1.0	-0.1	-18
CCN(CC)CCOc1ccc(/C(=C(/Cl)c2ccccc2)c2ccccc2)cc1	·	-2.0	-0.2	2

Screening results (PubChem)

This is a random part of the collection; any-hit rate near 3.4%.
